HCMV antiviral: human cytomegalovirus inhibition; HFF cells, HCMV-luciferase reporter, 72 h; active compounds read low; activity change, negative = inhibition, % at 57.5 µM; hit rate 4.5% among 410,000; AID 1259415; in the data active means activity change below about -60%; inconclusive means no clear call, values can overlap the other calls; inactive means above about -39%
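Human foreskin fibroblasts infected with luciferase-reporter HCMV at MOI 1 PFU/cell, compounds at two doses. Luciferase measured 72 h post infection; normalized to buffer-only basal and Salinomycin (10uM) controls.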
AMA1 RON2 block: AMA1-RON2 (P. falciparum) interaction inhibition; AID 720542; AlphaScreen AMA1-biotinylated RON2 peptide binding; hit rate 0.2% among 360,000; Potency, µM (titrated, usually from 58.2 µM), for inactives: top-dose activity change, negative = inhibition, hits mostly inhibitors; active means well fitted inhibition curve with a large enough effect; inconclusive means small, poorly fitted or top-dose-only effect; inactive means no such curve, though single readings can be large or run the other way;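 further: potency means the concentration at half of the fitted maximal effect; 0% = vehicle wells and -100% = peptide control; nearly all actives have a fitted effect of over 45% in size; some results filed as inactive show a strong effect at the top dose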
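AMA1 (3D7) with his tag at 25 nM final met compounds first, then biotinylated RON2 peptide at 25 nM; detection used donor plus acceptor beads, 10 µg/mL apiece, read by AlphaScreen after 30 min at room temperature.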
* hit, by the source's call; [ ] = another dose, or the depositor's remark. Unless noted, on the % scale 0 is the no-effect control and ±100 the full control effect. These rows are one share of the data; count on the stated rates, not on these rows.

What do the screens show for `CN(C)CCNc1nc(Oc2cccc(F)c2)c2sccc2n1`?
HCMV antiviral: -31; AMA1 RON2 block: 4%

What do the screens show for `CO[C@@H]1CN(C)C(=O)c2ccc(NC(C)=O)cc2OC[C@@H](C)N(C(=O)NC2CCCCC2)C[C@H]1C`?
HCMV antiviral: -3; AMA1 RON2 block: 4%

How did O=C(NCCCCc1ccccc1)c1cccc(NC(=O)C2CCCCC2)c1 do in these assays?
HCMV antiviral: -8; AMA1 RON2 block: -9%

What do the screens show for `COC(=O)c1sc(NC(=O)c2ccc3c(c2)OCO3)c(C#N)c1C`?
HCMV antiviral: -8; AMA1 RON2 block: 21%

What do the screens show for `CO[C@H]1CN(C)C(=O)c2ccc(NC(=O)C3CCC3)cc2OC[C@H](C)N(Cc2ccccn2)C[C@@H]1C`?
HCMV antiviral: 32; AMA1 RON2 block: 23%

What do the screens show for `COc1ccc(C(C(=O)Nc2c(C)cccc2C)n2c(=O)c(-c3ccccc3)nc3ccccc32)cc1` (stereo not given)?
HCMV antiviral: 4; AMA1 RON2 block: -10%

What do the screens show for `COc1ccccc1-c1cc(NC(C)=O)c2ncc(-c3ccc(F)cc3)n2c1`?
HCMV antiviral: -32; AMA1 RON2 block: -15%

Results for CC(C)COC(=O)N(C)C[C@H]1OCc2cn(nn2)CCCC(=O)N([C@H](C)CO)C[C@@H]1C ?
HCMV antiviral: 12; AMA1 RON2 block: 2%

Results for COc1cccc(C(C)(O)c2nc(-c3cccs3)cs2)c1 (stereo not given) ?
HCMV antiviral: -79*; AMA1 RON2 block: -3%

Results for C[C@H](CO)N1C[C@H](C)[C@@H](CN(C)S(=O)(=O)c2ccccc2)OCc2cn(nn2)CCCC1=O ?
HCMV antiviral: 5; AMA1 RON2 block: 9%

What do the screens show for `Cn1c(SCC(=O)NC2CCCCC2)nnc1C(F)(F)F`?
HCMV antiviral: -26; AMA1 RON2 block: -3%

How did Cc1cc(F)ccc1C(O)c1ncc(-c2cccc3ccccc23)[nH]1 (stereo not given) do in these assays?
HCMV antiviral: 9; AMA1 RON2 block: -9%

How did Cc1c(-c2ccc(OCCN3CCCCC3)cc2)c(=O)oc2ccc3ccccc3c12 do in these assays?
HCMV antiviral: -7; AMA1 RON2 block: -7%

Results for CC(C)(C)OC(=O)NCCc1onc(-c2ccccc2F)c1C(=O)O ?
HCMV antiviral: 4; AMA1 RON2 block: 8%

Results for CCOC(=O)[C@]12CCCC=C1N(CCc1ccc(OC)c(OC)c1)C(=O)[C@H](CC(=O)N1CCSCC1)C2 ?
HCMV antiviral: -37; AMA1 RON2 block: -16%

Results for COc1cccc(-n2c(SCC(=O)N3CCOCC3)nc3c([nH]c4ccccc43)c2=O)c1 ?
HCMV antiviral: 50; AMA1 RON2 block: 15%

How did COc1cc(C)ccc1Oc1ccc([N+](=O)[O-])cc1 do in these assays?
HCMV antiviral: 27; AMA1 RON2 block: -4%

Results for COc1ccc(C(C)(O)c2nc(-c3ccc(Cl)cc3)cs2)cc1 (stereo not given) ?
HCMV antiviral: -12; AMA1 RON2 block: 5%

What do the screens show for `Cc1cccc(-c2ccc([N+](=O)[O-])cc2CN2CCN(c3ncc(Cc4ccccc4)cn3)CC2)c1`?
HCMV antiviral: 42; AMA1 RON2 block: -20%

How did O=c1[nH]nc(-c2ccccc2)cc1-c1ccccc1 do in these assays?
HCMV antiviral: -25; AMA1 RON2 block: -8%

How did CCCCNc1nc(Cl)nc(Nc2ccc(C)cc2)n1 do in these assays?
HCMV antiviral: 2; AMA1 RON2 block: -8%

How did COc1cc2[nH]c3c(c2cc1OC)CCN1CCCC[C@@H]31 do in these assays?
HCMV antiviral: -25; AMA1 RON2 block: 2%

How did CN1OC[C@@H]2CN(C(=O)C(C)(C)C)[C@H](c3cccc(-c4ccccc4)c3)C[C@@H]21 do in these assays?
HCMV antiviral: -6; AMA1 RON2 block: -5%

What do the screens show for `CC(C)(C)N1C(=O)c2ccccc2NC(=O)C1C(=O)NCc1ccco1` (stereo not given)?
HCMV antiviral: 23; AMA1 RON2 block: 43%[activator]

Seven structures from above, arranged by count of non-hydrogen atoms, smallest number first.
How did COc1cc2[nH]c3c(c2cc1OC)CCN1CCCC[C@@H]31 do in these assays?
HCMV antiviral: -25; AMA1 RON2 block: 2%

Results for COc1ccc(C(C)(O)c2nc(-c3ccc(Cl)cc3)cs2)cc1 (stereo not given) ?
HCMV antiviral: -12; AMA1 RON2 block: 5%

Results for CC(C)(C)OC(=O)NCCc1onc(-c2ccccc2F)c1C(=O)O ?
HCMV antiviral: 4; AMA1 RON2 block: 8%

How did CN1OC[C@@H]2CN(C(=O)C(C)(C)C)[C@H](c3cccc(-c4ccccc4)c3)C[C@@H]21 do in these assays?
HCMV antiviral: -6; AMA1 RON2 block: -5%

How did Cc1c(-c2ccc(OCCN3CCCCC3)cc2)c(=O)oc2ccc3ccccc3c12 do in these assays?
HCMV antiviral: -7; AMA1 RON2 block: -7%

Results for COc1cccc(-n2c(SCC(=O)N3CCOCC3)nc3c([nH]c4ccccc43)c2=O)c1 ?
HCMV antiviral: 50; AMA1 RON2 block: 15%

Results for CCOC(=O)[C@]12CCCC=C1N(CCc1ccc(OC)c(OC)c1)C(=O)[C@H](CC(=O)N1CCSCC1)C2 ?
HCMV antiviral: -37; AMA1 RON2 block: -16%

Following part.
How did O=C(NCc1cccs1)c1ccc2sc([C@H]3C[C@H](O)[C@@H](CO)O3)nc2c1 do in these assays?
HCMV antiviral: 44; AMA1 RON2 block: -3%

How did O=C(O)c1ccccc1C(=O)Nc1ccccc1NC(=O)c1ccccc1C(=O)O do in these assays?
HCMV antiviral: 128; AMA1 RON2 block: 17%

Results for C[C@H]1COc2cc(N3CCC[C@@H]3CO)ccc2S(=O)(=O)N1 ?
HCMV antiviral: 5; AMA1 RON2 block: 1%

How did Cc1noc(C)c1C(=O)N1CCC1(C)C(=O)NS(=O)(=O)c1cccc(Cl)c1 (stereo not given) do in these assays?
HCMV antiviral: -4; AMA1 RON2 block: -3%

How did CC(C)(C)c1ccc(-c2ccc3c(c2)S(=O)(=O)c2ccccc2C3=O)cc1 do in these assays?
HCMV antiviral: inconclusive; AMA1 RON2 block: 7%

Results for COc1cc(OC)cc(-c2c(Sc3ccccc3)c3cc(-c4ccc5c(c4)OCCO5)ccc3n2C)c1 ?
HCMV antiviral: -11; AMA1 RON2 block: 1%

What do the screens show for `O=C([C@@H]1CC=C[C@@H]2CCN(C3CCCCC3)C(=O)[C@@H]21)N1CCN(c2ccccc2)CC1`?
HCMV antiviral: -5; AMA1 RON2 block: 2%

What do the screens show for `COc1ccccc1-c1ccc([C@@H]2C[C@H]3[C@@H](CN2)CON3C)cc1`?
HCMV antiviral: 42; AMA1 RON2 block: -3%

Results for CC(Sc1nnc(C(C)Oc2ccc(F)cc2)o1)C(=O)NCc1ccc2c(c1)OCO2 (stereo not given) ?
HCMV antiviral: -5; AMA1 RON2 block: 21%

Results for CN(C)c1ccc(N=Nc2nccs2)cc1 ?
HCMV antiviral: 30; AMA1 RON2 block: 11µM*

How did O=P1(O)CC2=C(CC=CC2)C1 do in these assays?
HCMV antiviral: -37; AMA1 RON2 block: 2%

Results for CCN1C[C@@H]2[C@@H]3C(=O)N(Cc4ccccc4)C(=O)[C@@H]3[C@](Cc3ccccc3)(C1=O)N2C(=O)c1ccc(Br)cc1 ?
HCMV antiviral: 24; AMA1 RON2 block: -1%

How did COc1ccc(CCNC(=O)CCc2ccccc2)cc1OC do in these assays?
HCMV antiviral: 5; AMA1 RON2 block: 2%

What do the screens show for `COc1ccc(C(=O)c2c(-c3ccc(OC)cc3)oc3ccc(-c4cc(OC)c(OC)c(OC)c4)cc23)cc1`?
HCMV antiviral: -16; AMA1 RON2 block: -1%

Results for C[C@H](CO)N1C[C@H](C)[C@@H](CN(C)C(=O)c2cc(-c3ccccc3)on2)OCc2cnnn2CCCC1=O ?
HCMV antiviral: -4; AMA1 RON2 block: 3%

Results for Nc1ccccc1-n1nc2ccc3ccccc3c2n1 ?
HCMV antiviral: 244; AMA1 RON2 block: 197%[activator]

What do the screens show for `COC(=O)C1=C(c2ccc(OCc3ccccc3)cc2)C[C@@H]2CC[C@H]1N2C(=O)NCCc1ccc(F)cc1`?
HCMV antiviral: -28; AMA1 RON2 block: -9%

How did COc1cccc(CN(C)C[C@H]2OCc3cnnn3CCCC(=O)N([C@@H](C)CO)C[C@@H]2C)c1 do in these assays?
HCMV antiviral: -3; AMA1 RON2 block: 4%

Results for COCC(=O)N1CCC2CC1c1cc(Cl)ccc12 (stereo not given) ?
HCMV antiviral: 32; AMA1 RON2 block: 2%

What do the screens show for `c1coc(-c2cnc3ccccc3n2)c1`?
HCMV antiviral: 0; AMA1 RON2 block: -15%

What do the screens show for `CCOC(=O)c1cc(N2CCCCC2)nc2ccccc12`?
HCMV antiviral: 0; AMA1 RON2 block: 147%[activator]

How did c1ccc2c(-c3nc4ccccc4[nH]3)cccc2c1 do in these assays?
HCMV antiviral: 6; AMA1 RON2 block: -3%

What do the screens show for `CC1(C)CC(=O)C=C(c2cc3ccccc3s2)C1`?
HCMV antiviral: -38; AMA1 RON2 block: 6%

What do the screens show for `Cc1cccc(-c2cnc3cccnn23)c1`?
HCMV antiviral: -2; AMA1 RON2 block: 32%[activator]

What do the screens show for `O=C(NCc1ccccc1)C1=C[C@@H](c2ccc3c(c2)OCO3)C[C@@H](OCc2ccc(CO)cc2)O1`?
HCMV antiviral: -20; AMA1 RON2 block: -6%

What do the screens show for `O=C(c1ccc2nc3ccc(Cl)cc3c(=O)n2c1)N1CCC2(CC1)OCCO2`?
HCMV antiviral: -11; AMA1 RON2 block: 8%

How did NC(Cc1ccc2nsnc2c1)C(=O)O (stereo not given) do in these assays?
HCMV antiviral: -19; AMA1 RON2 block: 7%

What do the screens show for `CCOC1=C2[C@H](c3cccc(Cl)c3)N(S(=O)(=O)c3ccc(C)cc3)C[C@H]2n2c(=O)n(-c3ccccc3)c(=O)n2C1`?
HCMV antiviral: 14; AMA1 RON2 block: 0%

What do the screens show for `CCc1ccc(C(O)c2ncc(-c3ccc(Cl)cc3)[nH]2)cc1` (stereo not given)?
HCMV antiviral: -3; AMA1 RON2 block: -11%

What do the screens show for `Cc1ncc2c(n1)NC(=O)NC2`?
HCMV antiviral: -2; AMA1 RON2 block: 14%

Results for Oc1c(CN2CCCCC2)ccc2cccnc12 ?
HCMV antiviral: -74*; AMA1 RON2 block: -93%

What do the screens show for `COc1cc(OC)c2c3c(c(C4CCCCC4)nc2c1)CCCC3`?
HCMV antiviral: -22; AMA1 RON2 block: 0%

Results for COc1ccc2nc(N(CCN(C)C)C(=O)c3ccc4ncsc4c3)sc2c1 ?
HCMV antiviral: 36; AMA1 RON2 block: 0%

How did C=CCN(c1ccccc1OC)S(=O)(=O)c1ccc(Cl)c(C(=O)NCc2ccco2)c1 do in these assays?
HCMV antiviral: -16; AMA1 RON2 block: -4%

What do the screens show for `COC1=CC(=O)c2c(ccc3ncnc(N)c23)C1=O`?
HCMV antiviral: -99*; AMA1 RON2 block: 11%

How did COc1cccc(CCNC(=O)c2cc(COc3cccc(OC)c3)on2)c1 do in these assays?
HCMV antiviral: 2; AMA1 RON2 block: 8%

What do the screens show for `COCCCn1cc(CN2CC(N3CCN(Cc4cccc(C)c4)CC3)CS2(=O)=O)nn1` (stereo not given)?
HCMV antiviral: -26; AMA1 RON2 block: -1%

How did CCCCN(C(=O)C1CCN(C(=O)c2ccccc2C)CC1)c1c(N)n(CC(C)C)c(=O)[nH]c1=O do in these assays?
HCMV antiviral: -13; AMA1 RON2 block: 3%

Results for c1ccc2c(C3OCC4(CCCCC4)CO3)cccc2c1 ?
HCMV antiviral: 23; AMA1 RON2 block: 5%

What do the screens show for `COc1cc(C2(c3ccc(O)c(OC)c3)C(=O)Nc3c(C)cc(Br)cc32)ccc1O`?
HCMV antiviral: 61; AMA1 RON2 block: -10%

How did COCCCNC(=O)[C@H](Cc1ccccc1)NC(=O)CC[C@H]1O[C@@H](n2ccc(=O)[nH]c2=O)[C@H](O)[C@@H]1O do in these assays?
HCMV antiviral: -6; AMA1 RON2 block: -2%

What do the screens show for `CCCCC[C@H](C)N1C[C@@H](COCc2ccccc2)Oc2cc(N3CCC[C@H]3CO)ccc2S1(=O)=O`?
HCMV antiviral: 4; AMA1 RON2 block: -29%

How did Cc1ccc(CN2C(=O)CSCC2(C)C(=O)NC(C)C)cc1 (stereo not given) do in these assays?
HCMV antiviral: 1; AMA1 RON2 block: 2%

Results for CCCS(=O)(=O)NC(=O)C1(C)CCN(C(=O)c2cc(OC)c(OC)c(OC)c2)C1 (stereo not given) ?
HCMV antiviral: inconclusive; AMA1 RON2 block: 6%

How did CN1CCCC(C)(C(=O)Nc2ccc3scnc3c2)C1 (stereo not given) do in these assays?
HCMV antiviral: -2; AMA1 RON2 block: -6%

How did COc1ccc(-c2c(C#N)c(N)nc3c2CCCC3)cc1OC do in these assays?
HCMV antiviral: 53; AMA1 RON2 block: -7%

What do the screens show for `COc1ccc(-c2nc3ccc(Cl)cn3c2Cc2cccc(F)c2)cc1OC`?
HCMV antiviral: -22; AMA1 RON2 block: -18%

Results for O=C(c1cccs1)N1C[C@@H](O)[C@H](n2cc(C3CC3)nn2)C[C@@H]1c1ccccc1 ?
HCMV antiviral: -8; AMA1 RON2 block: 4%

How did CC(C)CC(N)c1csc(Nc2cc(Oc3ccccc3)ncn2)n1 (stereo not given) do in these assays?
HCMV antiviral: -26; AMA1 RON2 block: 70%[activator]

Screening data (PubChem BioAssay)
